TRPM1 prom inh – MITF TRPM1 promoter inhibition in SK-MEL-5 cells; 330,000 tested, 0.83% active; SK-MEL-5 TRPM1 promoter luciferase, 24 h; inhibition, % at 12.5 µM;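 active = mean inhibition across replicates of 60% or more, whatever share of single replicates reaches that level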; note: values of inactives mirror those of a sister screen read the other way
HIF-2a block – blocks HIF-2a reporter activity | 786-0 RCC cells HIF-2a reporter, luciferase luminescence, overnight | inhibition, % at 18.8 µM | 360,000 tested, 0.72% active;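 active = inhibition of the luminescence signal of 40% or more relative to plate controls, in a single-dose primary screen at 18.75 µM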
Peg3 prom inh – reduces Peg3 promoter-driven luciferase expression in HeLa; HeLa PEG-Prom luciferase reporter, luminescence, overnight; inhibition, % at 20 µM; 360,000 tested, 1.7% active; AID 588405;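 active = inhibition of at least 50% at 20 µM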
CaV13 ICDI inh – Disruptors of the CACNA1D IQ motif to Ca2+-dependent inactivation inhibitor domain association, primary screening, Förster resonance energy transfer in intact living …; HEK cells, CFP/YFP FRET ICDI-IQ, plate reader, 10 min; percent FRET-ratio fall versus neutral wells; 340,000 tested, 0.098% active; inhibition, % at 12.3 µM;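 active = mean replicate inhibition of at least 30% and at least 1% of replicates passing that level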;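 note: 0% = median of the neutral control wells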
hiPSC survival – increases survival of single human iPS cells; hiPSC single-cell survival, ATPlite luminescence; 100% = ROCK inhibitor wells, 0% = DMSO; survival enhancement, % at 20 µM; 360,000 tested, 0.044% active; AID 602274; in the data active = survival enhancement above about 18%;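 note: cells exposed to compounds for 16 hours before the ATP read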
NR2E3 ag-1 – activates human NR2E3 receptor | CHO-S Gal4-NCOR/VP16-NR2E3 two-hybrid, luciferase | inhibition of corepressor binding, % at 3.98 µM | AID 602229 | 360,000 tested, 0.35% active;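 active = inhibition above the mean of all tested compounds plus 3 SD, cut at about 70% in these data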;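 note: 0% = DMSO with NR2E3 transfected cells and 100% = cells lacking NR2E3 construct; higher means lower luciferase signal from less NR2E3 corepressor binding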
Target sequence (Q9Y5X4 whole entry, looked up, the tested form may be a part): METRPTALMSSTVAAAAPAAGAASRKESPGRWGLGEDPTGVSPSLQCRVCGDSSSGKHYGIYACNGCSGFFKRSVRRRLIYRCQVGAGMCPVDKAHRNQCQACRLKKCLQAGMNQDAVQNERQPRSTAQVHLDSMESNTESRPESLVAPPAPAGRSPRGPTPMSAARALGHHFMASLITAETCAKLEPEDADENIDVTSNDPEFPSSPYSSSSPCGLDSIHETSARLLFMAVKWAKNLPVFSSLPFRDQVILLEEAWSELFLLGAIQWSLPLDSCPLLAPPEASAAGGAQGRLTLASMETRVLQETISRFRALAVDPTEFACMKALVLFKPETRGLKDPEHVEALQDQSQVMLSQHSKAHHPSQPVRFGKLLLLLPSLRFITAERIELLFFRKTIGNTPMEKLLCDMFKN
Exocytosis inh – lytic granule exocytosis inhibition | TALL-104 LAMP-1 surface exposure, flow cytometry; cells stimulated with thapsigargin and PMA | inhibition, % at 10 µM | 360,000 tested, 0.66% active | AID 651702;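 active = inhibition above about 55%, limit read from the data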
NR2E3 ag-2 – activates human photoreceptor nuclear receptor NR2E3. AID 2300. 320,000 tested, 0.12% active. GST-NR2E3/biotin-RetCOR TR-FRET, 1536-well. inhibition of corepressor binding, % at 4.78 µM. Q9Y5X4;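 active = percent inhibition above the cutoff of mean plus 3 SD of all tested compounds, set per screening campaign, cut at about 20% in these data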;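 note: 0% = DMSO wells and 100% = biotin wells as full block of FRET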
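Assay system: NR2E3–RetCOR corepressor complex. Quantity: 1.35 nM GST-NR2E3. Buffer or medium: pH 7.5 Tris-based buffer. Reagent: biotinylated RetCOR corepressor at 7 nM final. Schedule: 5 h at 4 °C. Detection: TR-FRET, emission read at 617 and 671 nm. Replicates: one well per compound, singlicate testing.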
Vif imaging – inhibitors of HIV Vif | HEK293T cells, Vif self-association by quenched fluorescence, imaging, 24 h | inhibition, % at 7.49 µM | 340,000 tested, 0.35% active | AID 602346; in the data active = inhibition above about 50%, passing the limit was not always enough; note: some results filed as inactive read as strong as hits
PDI turbidity – blocks human protein disulfide isomerase activity; P07237; AID 588391; 350,000 tested, 0.052% active; PDI insulin aggregation turbidity, A650, 90 min; inhibition, % at 10 µM;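 active = mean inhibition across replicates of 30% or more, whatever share of single replicates reach that level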;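 note: absorbance from insulin aggregation driven by PDI reduction with DTT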
Target sequence (P07237 whole entry, looked up): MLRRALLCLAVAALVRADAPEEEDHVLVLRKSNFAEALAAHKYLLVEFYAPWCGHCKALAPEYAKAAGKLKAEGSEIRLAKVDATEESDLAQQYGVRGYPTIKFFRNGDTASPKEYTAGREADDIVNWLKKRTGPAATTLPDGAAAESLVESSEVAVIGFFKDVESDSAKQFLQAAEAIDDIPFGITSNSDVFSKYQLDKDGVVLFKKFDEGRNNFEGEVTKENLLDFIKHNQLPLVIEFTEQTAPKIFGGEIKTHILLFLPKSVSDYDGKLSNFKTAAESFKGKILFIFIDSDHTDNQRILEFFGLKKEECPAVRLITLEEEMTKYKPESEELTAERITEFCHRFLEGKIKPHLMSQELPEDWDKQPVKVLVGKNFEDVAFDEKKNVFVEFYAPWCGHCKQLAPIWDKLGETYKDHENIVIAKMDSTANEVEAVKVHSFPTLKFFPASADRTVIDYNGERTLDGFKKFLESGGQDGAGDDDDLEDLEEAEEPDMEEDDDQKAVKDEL
aDG glyco act – alpha-DG glycosylation activation | 360,000 tested, 0.22% active | activation, % at 10 µM | Pro5-aDG cells, alpha-DG glycosylation AlphaScreen (IIH6); 0% Pro5, 100% B10-LARGE cell signal | AID 624168;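 active = activation of at least 8% versus controls, or a plate z-score of at least 8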;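 note: Pro5 are CHO cells carrying HIG-tagged alpha-DG that lacks glycosylation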
* hit, by the source's call; · = not tested or not shown; & = joins results of further samples. No enrichment for hits; any-hit rate near 3.5%.

[1] Clc1ccc2c(c1)c1cc(Cl)ccc1n2CN1CCOCC1
[2] Cc1cc(C(=O)COc2nncc3ccccc23)c(C)n1C
[3] Cc1ccc(NC(=S)NNC(=O)c2nn(C)c(C)c2Cl)cc1
[4] COC(=O)C(N)Cc1ccc(Cl)cc1 (configuration not stated)
[5] CCN(c1ccccc1)S(=O)(=O)c1nnc(NC(=O)CC(C)C)s1
[6] COc1ccccc1NC(=O)Nc1ccnn1C1CCN(C(=O)C2CCOC2)CC1 (configuration not stated)
[7] CCCCn1c(SCC(=O)NC2CCS(=O)(=O)C2)nnc1-c1ccc(OC)cc1 (configuration not stated)
[8] O=C(COC(=O)c1cnccn1)NCc1ccccc1Cl
[9] CN1C(=S)NC(C)(C)CC1(C)c1ccc(O)cc1O (configuration not stated)
[10] c1ccc2[nH]c(SCc3cscn3)nc2c1
screen / no. | 1 | 2 | 3 | 4 | 5 | 6 | 7 | 8 | 9 | 10
TRPM1 prom inh | -4 | -16 | -78 | 6 | 14 | · | 3 | · | 2 | -48
HIF-2a block | -101 | -56 | -244 | -11 | 19 | 10 | 11 | 11 | 8 | -109
Peg3 prom inh | -8 | -33 | -237 | 8 | -4 | 8 | -7 | 12 | 7 | -97
CaV13 ICDI inh | · | -5 | -5 | -5 | -21 | -5 | -5 | -5 | -7 | -4
hiPSC survival | -2.2 | -0.2 | -1.3 | -0.9 | 0.0 | 3.6 | 0.5 | 4.4 | -1.5 | 1.1
NR2E3 ag-1 | -17 | -13 | -137 | -9 | -20 | -21 | -16 | -10 | -18 | -27
Exocytosis inh | 1 | -2 | 0 | 1 | -17 | 0 | -4 | -16 | 4 | -1
NR2E3 ag-2 | -1 | · | 1 | 3 | -3 | · | -5 | · | 1 | -2
Vif imaging | 4 | -3 | -5 | -3 | -3 | 7 | -10 | 8 | 5 | -8
PDI turbidity | -6 | 16 | 3 | -5 | -8 | -13 | 9 | 7 | 0 | -1
aDG glyco act | -0.2 | 0.1 | 0.1 | 0.0 | 0.0 | 0.0 | 0.3 | 0.0 | -0.2 | 0.4

[11] CC(C)CCNC(=O)NC(=O)COC(=O)/C=C/c1cccc([N+](=O)[O-])c1
[12] Cc1cc(N2CCN(C)CC2)nc2ccc(NC(=O)CCC(=O)NCCC3=CCCCC3)cc12
[13] Cc1ccc(C(=O)OCc2nnc(-c3ccccc3)o2)s1
[14] Cc1ccc(N2C(N)=C(C#N)C(c3cccnc3)C3=C2CC(C)(C)CC3=O)cc1 (configuration not stated)
[15] COc1ccc(CN(C)CC(O)COC(c2ccccc2)c2ccccc2)c(OC)c1OC (configuration not stated)
[16] Cn1c(CNC(=O)C(Cc2ccccc2)NC(=O)c2cccc(F)c2)cc(=O)n(C)c1=O (configuration not stated)
[17] CCC(CC)NC(=O)CSc1nnc(-c2c[nH]c3ccccc23)o1
[18] CCOc1cc(C2C(C(=O)N3CCOCC3)=C(C)NC3=C2C(=O)CCC3)ccc1O (configuration not stated)
[19] Cc1c(N2C(=O)/C(=C\c3cccc4ccccc34)SC2=S)c(=O)n(-c2ccccc2)n1C
[20] COc1ccc(C2=Nc3ccc(Br)cc3C(c3ccccc3)N2CC(=O)NN)cc1 (configuration not stated)
screen / no. | 11 | 12 | 13 | 14 | 15 | 16 | 17 | 18 | 19 | 20
TRPM1 prom inh | -6 | -14 | -14 | 8 | -10 | -7 | 6 | -4 | 4 | 5
HIF-2a block | 16 | -14 | -25 | 0 | 22 | 6 | -4 | 17 | 21 | 16
Peg3 prom inh | 12 | -23 | -27 | 17 | 13 | -3 | 0 | -5 | 23 | 0
CaV13 ICDI inh | 3 | -5 | -5 | -7 | -5 | -3 | -15 | -10 | -5 | -4
hiPSC survival | 0.9 | 0.6 | 1.3 | -2.6 | 0.0 | -0.1 | 2.9 | 0.1 | 3.7 | -0.2
NR2E3 ag-1 | -3 | 7 | -6 | -13 | -17 | 11 | 5 | -12 | -10 | -12
Exocytosis inh | 0 | 46 | 5 | -4 | -5 | 2 | -2 | 0 | 5 | 8
NR2E3 ag-2 | -1 | -2 | -1 | 3 | 3 | 4 | -3 | -2 | 0 | -1
Vif imaging | -4 | -4 | -9 | 1 | -6 | 6 | -25 | 2 | -16 | -4
PDI turbidity | 2 | -4 | -4 | 4 | 11 | -2 | 12 | 2 | -9 | 6
aDG glyco act | 0.0 | 0.2 | -0.1 | -0.2 | 0.1 | -0.1 | -0.1 | -0.1 | -0.1 | -0.3

Rewritten with values under each structure: 2 of the compounds above.
The line under a structure holds: TRPM1 prom inh, HIF-2a block, Peg3 prom inh, CaV13 ICDI inh, hiPSC survival, NR2E3 ag-1, Exocytosis inh, NR2E3 ag-2, Vif imaging, PDI turbidity, aDG glyco act
17) CCC(CC)NC(=O)CSc1nnc(-c2c[nH]c3ccccc23)o1
    6, -4, 0, -15, 2.9, 5, -2, -3, -25, 12, -0.1
2) Cc1cc(C(=O)COc2nncc3ccccc23)c(C)n1C
    -16, -56, -33, -5, -0.2, -13, -2, ·, -3, 16, 0.1

Some of the entries above, reformatted:
# | mol | TRPM1 prom inh | HIF-2a block | Peg3 prom inh | CaV13 ICDI inh | hiPSC survival | NR2E3 ag-1 | Exocytosis inh | NR2E3 ag-2 | Vif imaging | PDI turbidity | aDG glyco act
8 | O=C(COC(=O)c1cnccn1)NCc1ccccc1Cl | · | 11 | 12 | -5 | 4.4 | -10 | -16 | · | 8 | 7 | 0.0
9 | CN1C(=S)NC(C)(C)CC1(C)c1ccc(O)cc1O (configuration not stated) | 2 | 8 | 7 | -7 | -1.5 | -18 | 4 | 1 | 5 | 0 | -0.2
10 | c1ccc2[nH]c(SCc3cscn3)nc2c1 | -48 | -109 | -97 | -4 | 1.1 | -27 | -1 | -2 | -8 | -1 | 0.4
11 | CC(C)CCNC(=O)NC(=O)COC(=O)/C=C/c1cccc([N+](=O)[O-])c1 | -6 | 16 | 12 | 3 | 0.9 | -3 | 0 | -1 | -4 | 2 | 0.0
12 | Cc1cc(N2CCN(C)CC2)nc2ccc(NC(=O)CCC(=O)NCCC3=CCCCC3)cc12 | -14 | -14 | -23 | -5 | 0.6 | 7 | 46 | -2 | -4 | -4 | 0.2
13 | Cc1ccc(C(=O)OCc2nnc(-c3ccccc3)o2)s1 | -14 | -25 | -27 | -5 | 1.3 | -6 | 5 | -1 | -9 | -4 | -0.1
14 | Cc1ccc(N2C(N)=C(C#N)C(c3cccnc3)C3=C2CC(C)(C)CC3=O)cc1 (configuration not stated) | 8 | 0 | 17 | -7 | -2.6 | -13 | -4 | 3 | 1 | 4 | -0.2
15 | COc1ccc(CN(C)CC(O)COC(c2ccccc2)c2ccccc2)c(OC)c1OC (configuration not stated) | -10 | 22 | 13 | -5 | 0.0 | -17 | -5 | 3 | -6 | 11 | 0.1
16 | Cn1c(CNC(=O)C(Cc2ccccc2)NC(=O)c2cccc(F)c2)cc(=O)n(C)c1=O (configuration not stated) | -7 | 6 | -3 | -3 | -0.1 | 11 | 2 | 4 | 6 | -2 | -0.1
17 | CCC(CC)NC(=O)CSc1nnc(-c2c[nH]c3ccccc23)o1 | 6 | -4 | 0 | -15 | 2.9 | 5 | -2 | -3 | -25 | 12 | -0.1

The results go on.
[21] CCC1CCCCN1CCCNC(=O)CNC(=O)Cn1ccc2ccccc2c1=O (configuration not stated)
[22] CS(=O)(=O)NN1C(=O)c2ccccc2NC1c1cc2ccccc2nc1Cl (configuration not stated)
[23] COc1cc(NC(=O)c2cnc(N)s2)cc(C(=O)Nc2cccc(C(F)(F)F)c2)c1
[24] O=C(Nc1ccccc1)c1cc2c(=O)c3ccccc3oc2nc1C(F)(F)F
[25] Cc1ccc(C(=O)N(CC(=O)NC2CCCC2)c2ccccc2C)s1
[26] COc1ccccc1N1CCN(C(=O)c2nn(C)c3c2CS(=O)(=O)c2ccccc2-3)CC1
[27] COc1ccc(NC(=O)CN(C)C(=O)CCNC(=O)Nc2ccccc2)cc1
[28] O=C1/C(=C\c2cc(Br)cc(Br)c2O)SC(=S)N1Cc1ccccc1
[29] CCN(CC)S(=O)(=O)c1cccc(-c2nnc(SC(C)C(N)=O)n2CCc2ccccc2)c1 (configuration not stated)
[30] OC(CNCc1ccccc1C(F)(F)F)C(F)(F)F (configuration not stated)
screen / no. | 21 | 22 | 23 | 24 | 25 | 26 | 27 | 28 | 29 | 30
TRPM1 prom inh | -9 | 0 | · | 1 | · | -1 | 6 | 1 | -3 | 8
HIF-2a block | 3 | -116 | -206 | 11 | -2 | 4 | -4 | 2 | 0 | 11
Peg3 prom inh | 2 | -51 | -50 | 7 | -15 | 11 | -12 | 73* | 10 | 9
CaV13 ICDI inh | -4 | -3 | -6&-4 | -4 | -4 | -7 | · | · | 0 | 1
hiPSC survival | 0.9 | 2.1 | -1.3 | -1.5 | -0.5 | -0.5 | -0.5 | -0.8 | -1.0 | -0.1
NR2E3 ag-1 | -35 | -80 | -4 | 3 | 11 | 9 | -6 | -29 | -9 | 27
Exocytosis inh | 10 | -13 | -8 | -1 | -9 | 2 | -4 | -15 | 0 | 3
NR2E3 ag-2 | 0 | 4 | 3 | -2 | 4 | -1 | · | 1 | 0 | 0
Vif imaging | -6 | -4 | 2 | 5 | -2 | -1 | 2 | 13 | 0 | 18
PDI turbidity | 0 | -6 | -8 | -5 | 6 | -7 | 2 | 3 | 8 | 1
aDG glyco act | 0.1 | 0.2 | 0.0 | 0.1 | 0.1 | -0.1 | -0.3 | 0.0 | 0.1 | 0.1

[31] CCC(C)(C(=O)NC1CCCCC1)N(Cc1ccco1)C(=O)CC1NC(=O)NC1=O (configuration not stated)
[32] O=C(COc1ccccc1)Nc1ccccc1C(=O)NC1CC1
[33] CN=C(Nc1ccccc1)SC1CC(=O)N(c2ccc(C(=O)OC)cc2)C1=O (configuration not stated)
[34] O=C(c1cc2cc3ccc(Cl)cc3nc2o1)N1CCN(Cc2ccc3c(c2)OCO3)CC1
[35] CCSc1ncc(Cl)c(C(=O)Nc2ccc(S(N)(=O)=O)cc2)n1
[36] O=C(CSc1nnc(-c2ccncc2)n1-c1ccccc1Cl)Nc1ccc(C(=O)O)cc1
[37] CC1(C)C(=O)Nc2ccccc2N1C(=O)CN1C(=O)C(=O)N(C2CCCC2)C1=O
screen / no. | 31 | 32 | 33 | 34 | 35 | 36 | 37
TRPM1 prom inh | 1 | -9 | 9 | 2 | 10 | 1 | -5
HIF-2a block | 9 | 6 | 16 | 12 | 12 | 0 | 8
Peg3 prom inh | -1 | 1 | 28 | 6 | 19 | -2 | -5
CaV13 ICDI inh | -5 | -6 | -6 | -7 | -14 | -5 | -17
hiPSC survival | -2.6 | -0.5 | 0.6 | -0.6 | 0.1 | -0.2 | 3.4
NR2E3 ag-1 | -15 | 13 | -11 | -20 | -24 | 21 | 4
Exocytosis inh | 0 | 0 | -3 | 1 | -2 | 0 | 0
NR2E3 ag-2 | 2 | 1 | 1 | · | -1 | 2 | 3
Vif imaging | 3 | 7 | -2 | 5 | 8 | -2 | 2
PDI turbidity | 7 | -11 | 1 | -7 | 2 | -3 | -4
aDG glyco act | -0.2 | -0.1 | 0.1 | -0.1 | 0.1 | 0.3 | -0.2
